# Bioassay records as filed in PubChem.
# OXTR ag: human OXTR agonism; P30559; CHO-OTR cells, Fluo-8 calcium fluorescence; normalized: DMSO 0%, oxytocin 100%; activation, % at 3 µM; hit rate 0.32% among 320,000;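 active = activation above the mean of all tested compounds plus 3 SD, cutoff set per screening run, cut at about 20% in these data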;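 also: peak over basal fluorescence ratio from a 100 s FLIPR kinetic read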
# Target sequence (P30559 whole entry, looked up): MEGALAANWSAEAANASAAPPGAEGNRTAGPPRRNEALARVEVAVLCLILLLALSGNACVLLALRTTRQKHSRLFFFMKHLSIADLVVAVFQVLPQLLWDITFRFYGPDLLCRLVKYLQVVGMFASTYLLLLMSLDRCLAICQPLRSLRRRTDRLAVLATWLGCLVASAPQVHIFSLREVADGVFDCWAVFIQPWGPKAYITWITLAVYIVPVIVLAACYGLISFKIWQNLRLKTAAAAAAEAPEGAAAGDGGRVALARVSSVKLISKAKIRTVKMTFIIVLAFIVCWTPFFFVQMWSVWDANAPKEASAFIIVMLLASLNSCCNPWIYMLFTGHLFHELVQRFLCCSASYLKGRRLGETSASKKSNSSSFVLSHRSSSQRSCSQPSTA
# GalR3 antag: blocks the human galanin receptor 3; O60755; inhibition, % at 3 µM; AID 651719; HEK293 GalR3-CNG cAMP membrane potential fluorescence; galR3 body fused to GalR1 C-terminus; hit rate 0.44% among 360,000;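 active = inhibition above the screen-wide average plus 3 SD, cut at about 13% in these data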;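 also: forskolin and galanin both at EC90 stimulate the cells; cAMP rise reported by CNG channel membrane potential dye signal; 0% = forskolin plus galanin with DMSO and 100% = forskolin alone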
# Target sequence (O60755 1-299 limits assumed): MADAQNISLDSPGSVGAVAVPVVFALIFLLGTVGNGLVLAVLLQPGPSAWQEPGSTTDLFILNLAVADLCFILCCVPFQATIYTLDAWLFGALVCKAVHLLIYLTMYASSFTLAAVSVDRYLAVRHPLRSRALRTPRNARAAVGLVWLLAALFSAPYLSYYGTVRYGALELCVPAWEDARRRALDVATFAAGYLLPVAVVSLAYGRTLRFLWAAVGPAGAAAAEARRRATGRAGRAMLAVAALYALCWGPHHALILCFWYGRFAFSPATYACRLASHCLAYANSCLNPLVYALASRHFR
# V1R ag counter: activates human V1a receptor in oxytocin agonist counter-screen. CHO-V1R cells, Fluo-8 calcium fluorescence, agonist mode; 0% DMSO, 100% 3 nM vasopressin. activation, % at 3 µM. hit rate 0.25% among 320,000;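 active = activation above the mean activation of all tested compounds plus 3 SD, per screening run, cut at about 20% in these data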;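 also: signal is peak over basal fluorescence ratio across a 100 second FLIPR read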
# * = called active by the depositor. Some of the compounds tested, so the mix of outcomes need not match the whole.
SMILES,OXTR ag,GalR3 antag,V1R ag counter
CC(=O)c1cccc(-c2csc(N3CCC(C(N)=O)CC3)n2)c1,0.4,-1,-0.5
COc1ccc(/C=N/NC(=O)c2cccc(S(=O)(=O)N3CCCC3)c2)cc1O,0.1,-1,1.3
CC1CCCC(C)N1C(=O)COC(=O)Cn1cnc2c1c(=O)n(C)c(=O)n2C (centres undefined),-0.1,-7,-0.5
CC(C)(C)CN1CCNC[C@H]1Cc1ccc(O)cc1,2.7,-5,1.0
CCc1c(C#N)c(=O)[nH]c(=O)n1-c1ccccc1,-1.1,-3,1.8
Nc1nc(SCC(=O)N2CCCc3ccccc32)n[nH]1,-1.4,-6,-0.5
O=C(Nc1cccc(S(=O)(=O)Nc2ccccc2F)c1)c1ccco1,0.1,-6,1.0
O=C(COc1coc(CN2CCN(c3ccc(F)cc3)CC2)cc1=O)NC1CCCC1,1.8,0,0.8
COc1ccc(NC(=O)CSc2n[nH]c(-c3ccncc3)n2)cc1Cl,1.3,2,1.1
Cc1ccc(OCCC(=O)NNC(=O)c2ccc(Br)cc2)cc1,0.1,-5,0.0
CC(C)Oc1ccc(S(=O)(=O)N2CCOCC2)cc1NC(=O)Cc1ccsc1,-1.2,-6,0.1
CCOC(=O)c1c(NC(=O)COC(=O)CNC(=O)c2ccc(Cl)cc2Cl)sc(C(=O)N(C)C)c1C,-2.5,1,-1.0
CCOC(=O)C1Nc2ccc(OC(F)(F)F)cc2C2C=CCC12 (centres undefined),-2.1,-4,-1.1
COc1cccc(-c2ncc3ccccc3c2COC(=O)c2ccc(C(F)(F)F)cc2)c1,0.5,-2,0.1
Cc1ccc(C(=O)NNC(=O)c2n[nH]c(=O)c3ccccc23)cc1C,-1.6,-1,0.1
CCCCN1CC[C@H]2C=CC[C@@H](C(=O)Nc3ccc(OC)cc3)[C@H]2C1=O,-1.2,-2,-0.2
C[C@H](CO)N1C[C@H](C)[C@@H](CN(C)S(=O)(=O)c2cn(C)cn2)Oc2c(NC(=O)Nc3ccc4c(c3)OCO4)cccc2C1=O,1.9,-4,1.9
CC(C(=O)N1CCc2ccccc21)N(C)CC(=O)Nc1ccccc1Cl (centres undefined),-1.9,-6,-0.7
CCOC(=O)C1=C(COC(=O)C2CC(=O)N(c3ccccc3F)C2)NC(=O)NC1C (centres undefined),0.8,-5,0.7
COCCn1ccc2c(OCC(=O)Nc3ccccc3OC)cccc2c1=O,-2.1,-1,0.3
Cc1ccccc1C(=O)NCC(=O)N1CCN(C/C=C/c2ccccc2)CC1,1.7,-6,2.6
CCN(CC(=O)Nc1c(F)cccc1F)C(=O)Cn1[nH]c(=O)c2ccccc2c1=O,0.8,-2,-1.0
CCOc1ccc(S(=O)(=O)NCC(=O)OCc2nnc(-c3ccccc3)o2)cc1,0.1,-7,2.6
CC1Cc2ccccc2N1Cc1cc(=O)c(OCC(=O)NCCc2ccccc2)co1 (centres undefined),0.2,-1,1.2
COC(=O)[C@@H](N)Cc1ccc(O)c(O)c1,0.5,0,1.6

# Part of the list above in order of heavy-atom count, ascending:
SMILES,OXTR ag,GalR3 antag,V1R ag counter
CC(C(=O)N1CCc2ccccc21)N(C)CC(=O)Nc1ccccc1Cl (centres undefined),-1.9,-6,-0.7
CC1CCCC(C)N1C(=O)COC(=O)Cn1cnc2c1c(=O)n(C)c(=O)n2C (centres undefined),-0.1,-7,-0.5
CCOc1ccc(S(=O)(=O)NCC(=O)OCc2nnc(-c3ccccc3)o2)cc1,0.1,-7,2.6
CCOC(=O)C1=C(COC(=O)C2CC(=O)N(c3ccccc3F)C2)NC(=O)NC1C (centres undefined),0.8,-5,0.7
COc1cccc(-c2ncc3ccccc3c2COC(=O)c2ccc(C(F)(F)F)cc2)c1,0.5,-2,0.1
CCOC(=O)c1c(NC(=O)COC(=O)CNC(=O)c2ccc(Cl)cc2Cl)sc(C(=O)N(C)C)c1C,-2.5,1,-1.0

# An excerpt from above with just V1R ag counter.
SMILES | V1R ag counter
Cc1ccc(OCCC(=O)NNC(=O)c2ccc(Br)cc2)cc1 | 0.0
CC(C)Oc1ccc(S(=O)(=O)N2CCOCC2)cc1NC(=O)Cc1ccsc1 | 0.1
CCOC(=O)c1c(NC(=O)COC(=O)CNC(=O)c2ccc(Cl)cc2Cl)sc(C(=O)N(C)C)c1C | -1.0
CCOC(=O)C1Nc2ccc(OC(F)(F)F)cc2C2C=CCC12 (centres undefined) | -1.1

# More entries
SMILES,OXTR ag,GalR3 antag,V1R ag counter
Cc1nc(NC(=O)COC(=O)[C@@H](NC(=O)c2ccco2)C(C)C)c(Cl)cc1Cl,1.3,-6,0.9
CCN(C(=O)COC(=O)c1ccccc1SCC(=O)N1CCCC1)C1CCS(=O)(=O)C1 (centres undefined),0.6,-1,-0.4
COc1ccc(C(CNC(=O)CCNC(=O)c2ccccc2OC)N2CCCC2)cc1 (centres undefined),-0.5,-2,-0.4
CN(Cc1nc2ccccc2c(=O)[nH]1)C(=O)C1CC(=O)N(c2cccc3ccccc23)C1 (centres undefined),1.2,-5,1.3
Cc1c([N+](=O)[O-])cc(S(=O)(=O)Nc2ccc(-c3ccc(N4CCCC4)nn3)cc2)cc1[N+](=O)[O-],-2.1,-1,-1.9
CC(=O)Nc1sc(C)c(C)c1C(=O)OCC(=O)Nc1ccc(S(N)(=O)=O)cc1,1.2,-6,0.8
COc1cccc(CNC(=O)c2cc(S(=O)(=O)N3CCOCC3)ccc2N2CCCC2)c1,-1.7,-1,0.2
CCCN(CC(=O)Nc1ccccc1C)C(=O)CSc1ccccc1C,-1.5,-10,-0.9
COc1ccc(CCNC(=O)c2ccc(S(=O)(=O)N3CCCCC3)cc2)cc1,1.4,-3,2.2
Cc1c(NC(=O)COc2ccc3ccc(=O)oc3c2)c(=O)n(-c2ccccc2)n1C,0.8,0,0.2
Cn1c(N)c(C(=O)COC(=O)c2ccc(OC(F)F)cc2)c(=O)n(C)c1=O,3.4,5,4.9
COc1ccc(C(CNC(=O)c2ccc(-c3nc4ccccc4s3)o2)N2CCCC2)cc1 (centres undefined),3.0,-7,1.2
O=C(NCc1ccccc1)C1=C[C@H](c2ccc(C(F)(F)F)cc2)C[C@H](OCCCCO)O1,-1.5,-5,-0.9
CCN(C(=O)CSc1nnc(SC)s1)c1c(N)n(Cc2ccccc2)c(=O)[nH]c1=O,1.6,-7,2.7
O=C(Oc1cc(Cl)ccc1Cl)C1=CC=CN2CCS(=O)(=O)N=C12,0.5,3,1.4
Cn1nc(C(=O)OCC(=O)NCc2ccc(Cl)cc2)c2ccccc2c1=O,1.1,-4,1.2
CCCOc1ccc(C(F)(F)F)cc1NC(=O)CCc1c(C)noc1C,-1.8,-6,-1.2
Cc1cccc(C(=O)OCC(=O)NC23CC4CC(CC(C4)C2)C3)c1O,-1.0,-6,-0.3
CC(Oc1cccnc1[N+](=O)[O-])C(=O)Nc1ccc(Cl)cn1 (centres undefined),-0.2,-8,0.6
CCN(CC(=O)Nc1c(F)cccc1F)C(=O)Cc1ccsc1,-0.2,-6,1.0
Cc1cc(NC(=O)CSCC(=O)N(C)Cc2cccc(Cl)c2)no1,-2.0,-5,-1.2
CC(OC(=O)/C=C/c1cccc(C(F)(F)F)c1)C(=O)NC1CCCCC1C (centres undefined),-0.6,-2,0.2
CCN(CC(=O)NCc1cccs1)C(=O)/C=C/c1cc(Br)ccc1OC(F)F,-1.6,-7,-0.1
COc1cccc(NC(=O)CN(C)CC(=O)NCc2ccc(F)cc2)c1,0.2,-8,0.4
O=C(COc1ccc(S(=O)(=O)N2CCOCC2)cc1)Nc1ccc(Br)cc1,9.3,-5,6.9

# More records.
SMILES,OXTR ag,GalR3 antag,V1R ag counter
COc1ccc(S(=O)(=O)Nc2cccc3c2O[C@H](CN(C)Cc2ccc(-c4ccccc4)cc2)[C@@H](C)CN([C@H](C)CO)C3=O)cc1,2.5,-2,1.7
O=c1cc(-c2ccsc2)oc2cc(-c3ccc4c(c3)OCO4)ccc12,-0.3,-1,-0.5
Cc1cc(C)cc(NC(=O)CN(C)CC(=O)N(CC(C)C)c2c(N)n(CC(C)C)c(=O)[nH]c2=O)c1,0.9,0,0.0
O=C(OCC(=O)N1CCCCCC1)c1cnc(Cl)c(Cl)c1,-0.3,-7,-0.6
O=C(OCC(=O)N1CCc2ccccc21)c1ccc([N+](=O)[O-])o1,-0.9,1,0.5
CCCCn1c(N)c(N(CC(C)C)C(=O)CCNC(=O)c2ccccc2Cl)c(=O)[nH]c1=O,0.1,-3,-0.4
CC(NC(=O)C1CCN(C(=O)Nc2ccccc2)CC1)c1ccc(Cl)cc1 (centres undefined),-1.6,-5,0.9
NC(=O)c1ccc(N=Cc2c(O)ccc3ccccc23)cc1,-0.6,-4,0.0
Cc1ccc(NS(=O)(=O)c2ccc(C(=O)NCCCN3CCOCC3)cc2)cc1,0.1,0,-0.1
Cc1ccc(C)c(S(=O)(=O)Nc2cc3c4c(c2)CC(=O)N4CCC3)c1,2.5,-5,0.2
Cc1ccc(NC(=O)COC(=O)c2ccc[n+]([O-])c2)c(Br)c1,1.3,-2,-0.8
CCCC[C@@H]1CNCCN1CCc1cccc2ccccc12,4.2,1,2.2
CC(C)(C)NC(=O)CC1C[C@H](C(=O)N2CCCCC2)[C@@]2(CCc3ccccc3)c3[nH]c4ccccc4c3CCN2C1=O (some centres undefined),-0.4,-6,0.2
Cc1ccc(S(=O)(=O)N2CCN(C(=O)c3n[nH]c(=O)c4ccccc34)CC2)c(C)c1,-0.2,-6,1.2
COCCn1ccc2c(OCC(=O)Nc3cccc(NC(C)=O)c3)cccc2c1=O,1.0,1,-0.2
Cc1ccc(NC(=O)CSCC(=O)Nc2cccc3ncccc23)cc1,-1.4,1,-0.8
COC(=O)c1cccc(Oc2nc3c(c(=O)n(C)c(=O)n3C)n2Cc2ccc(C)cc2)c1,0.2,6,-0.5
O=C(COC(=O)C1CC2CCCC(C1)C2=O)c1cccc(Br)c1 (centres undefined),-1.8,-5,2.5
O=C(NNC(=O)c1cccc(S(=O)(=O)N2CCCCC2)c1)c1ccccc1,1.3,1,2.2
Cc1nn(CC(=O)OCC(=O)NCCc2ccc(F)cc2)c(C)c1[N+](=O)[O-],3.2,-1,1.6
O=C(NCc1ccco1)C1CCN(C(=O)c2ccc(Cl)cc2)CC1,11,-6,1.0
CC(C)NC(=O)Nc1cccc2c1O[C@H](CN(C)C(=O)NC(C)C)[C@@H](C)CN([C@H](C)CO)C2=O,1.4,0,1.1
CC(C)c1ccc(O)c(C(=O)c2cnn(-c3ccccc3)c2)c1,-1.3,7,-0.1
CCN(CC)C(=O)c1[nH]cnc1C(=O)NCc1ccccc1,2.1,-2,-0.1
Cc1nc2ccccc2c(=O)n1-c1ccc(NS(=O)(=O)c2ccc(F)cc2F)cc1,-1.0,-6,-1.0

# The list continues.
SMILES,OXTR ag,GalR3 antag,V1R ag counter
c1ccc(-c2ccncc2)nc1,0.9,-4,0.3
C[C@H](CO)N1C[C@H](C)[C@@H](CN(C)C(=O)Nc2ccc(C(F)(F)F)cc2)Oc2ccc(NC(=O)Cn3cnnn3)cc2C1=O,1.3,-5,1.4
O=C(Nc1ccccc1F)c1ccccc1C(=O)Nc1ccccc1F,-1.2,-6,-0.8
CN(CC(=O)Nc1ccc(F)cc1)C(=O)CN1C(=O)NC2(CCCCC2)C1=O,0.9,-5,1.0
O=C(NCc1cccnc1)c1ccc(NS(=O)(=O)c2cccc([N+](=O)[O-])c2)cc1,0.1,-4,1.3
CCOc1ccc(C(C)NC(=O)c2ccc3c(c2)NC(=O)C(C)S3)cc1OCC (centres undefined),-2.2,-4,0.0
CN(C)CCCNC(=O)c1ccc(Cl)c(S(=O)(=O)N2CCCCCC2)c1,2.5,-4,1.0
O=C(NCC(=O)N1CCN(c2ncccn2)CC1)c1ccc(F)cc1,0.4,-7,0.3
COCCCn1cnnc1SC(C)C(=O)Nc1ccc(S(=O)(=O)N2CCOCC2)cc1 (centres undefined),1.0,-6,1.7
Cc1cccc(C(=O)NCC(=O)OCC(=O)c2ccc(Br)s2)c1,-1.2,-3,-0.3
Cc1csc(NC(=O)c2c(-c3c(F)cccc3Cl)noc2C)n1,-1.4,-6,0.2
CC1CCN(C(=O)COC(=O)c2n[nH]c(=O)c3ccccc23)CC1,-0.2,-6,0.9
C[C@@H]1CC[C@@]2(O[C@@H](CCO)C[C@@H](O)[C@@H]2O)O1,0.2,-5,0.3
CC(C)CN(C(=O)CSc1nc2ccccc2[nH]1)C1CCS(=O)(=O)C1 (centres undefined),1.6,-4,0.0
CC1C(=O)N2CCCc3cc(NS(=O)(=O)c4ccc(F)cc4)cc1c32 (centres undefined),0.6,-7,0.1
Cn1cccc1C(=O)NC(=O)COC(=O)CCNS(=O)(=O)c1ccc(Cl)cc1,5.5,-4,5.0
CCOC(=O)C(CN1CCCC1)c1ccccc1 (centres undefined),0.1,2,0.8
CCOc1ccc(CCNC(=O)CSCC(=O)Nc2cccc(C)c2)cc1OCC,-0.1,1,-1.1
CCN(CC(=O)Nc1c(F)cccc1F)C(=O)CCCNC(=O)c1ccc(Cl)cc1,-0.7,4,-0.5
C[C@@]12C(=O)N(Cc3ccco3)CC(=O)N1[C@H]1c3cc(Cl)ccc3OC[C@@H]1[C@@H]2c1ccccc1,-0.2,-1,0.5
O=C(COC(=O)/C=C/c1cccs1)Nc1ccc(Cl)cc1F,-1.6,-6,-0.5
COc1ccc(C(=O)N2CCC(C(N)=O)CC2)cc1S(=O)(=O)N1CCCC1,1.4,-1,0.5
CC(C)(C)c1ccc(C2=CC(c3ccccc3F)n3ncnc3N2)cc1 (centres undefined),-2.4,-6,0.2
